Screening results from PubChem.
RmlCD inh 1536 = inhibitors of Mycobacterium tuberculosis RmlC and RmlD coupled enzymes. hit rate 0.03% among 160,000. inhibition, % at 3.6 µM. RmlC+RmlD coupled enzyme assay, percent inhibition; primary screen in compound mixtures; in the data active means inhibition mostly above about 34%, no sharp cut-off; inconclusive means no clear call, values can overlap the other calls; inactive means mostly below about 22%; further: some results filed as inactive read as strong as hits
Target sequence (P9WH09 whole entry, looked up): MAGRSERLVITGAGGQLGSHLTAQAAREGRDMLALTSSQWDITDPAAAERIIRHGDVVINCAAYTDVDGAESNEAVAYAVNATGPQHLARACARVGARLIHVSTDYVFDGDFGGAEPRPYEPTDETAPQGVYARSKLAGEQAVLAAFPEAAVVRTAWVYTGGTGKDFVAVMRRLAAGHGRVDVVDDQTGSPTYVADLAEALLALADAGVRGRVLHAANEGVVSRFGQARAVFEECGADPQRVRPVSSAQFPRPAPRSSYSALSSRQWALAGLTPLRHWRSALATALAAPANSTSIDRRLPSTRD
Target sequence (P9WH11 whole entry, looked up): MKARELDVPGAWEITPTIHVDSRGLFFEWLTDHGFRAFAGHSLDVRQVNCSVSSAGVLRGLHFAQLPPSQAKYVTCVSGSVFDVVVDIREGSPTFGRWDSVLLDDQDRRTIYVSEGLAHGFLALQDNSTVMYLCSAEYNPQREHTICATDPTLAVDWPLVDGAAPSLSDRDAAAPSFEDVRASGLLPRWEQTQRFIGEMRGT
GlmU inhibition = inhibition of mycobacterial GlmU enzyme – biochemical, glucosamine-1-phosphate acetyltransferase (AID 1376). M. tuberculosis GlmU acetyltransferase enzyme assay; higher % means a stronger effect. one-dose inhibition, %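 (tested at 30 µM in the primary screen)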; IC50 in µM for titrated hits. hit rate 0.25% among 220,000; in the data active means inhibition above about 13%; inconclusive means no clear call, values can overlap the other calls;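 further: 0% = complete reaction with vehicle and 100% = reaction without substrate; strong numbers were not always called active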
Starred values were filed as active, the others as inactive.

COc1ccccc1C(=O)N/C(=N/c1nc(C)cc(C)n1)Nc1ccccc1 was read as RmlCD inh 1536 10.0 and GlmU inhibition 7.0%.
Screening Cn1cnc2cc(NS(=O)(=O)c3ccc(Br)cc3)ccc21 returned RmlCD inh 1536 15.1 and GlmU inhibition -0.1%.
Cc1ccc(COCC(CC(C)C)N2CCN(C(=O)c3cccc(C(F)(F)F)c3)CCC2=O)cc1 (stereo not given) was read as GlmU inhibition 0.7%.
Screening Cc1ccc(SCc2cn3cccnc3n2)cc1 returned RmlCD inh 1536 18.7 and GlmU inhibition 1.1%.
For O=C(CSc1nc(-c2ccccc2)cc(=O)[nH]1)Nc1ccccn1 the results were RmlCD inh 1536 -4.0 and GlmU inhibition -9.7%.
CC(C)CNS(=O)(=O)c1cc(C(=O)OCC(=O)c2ccc3c(c2)OCCO3)c(Cl)cc1Cl was read as RmlCD inh 1536 -1.6 and GlmU inhibition 1.9%.
For O=C(NNC(=S)Nc1ccccc1C(F)(F)F)c1ccc(Br)o1 the results were GlmU inhibition 1.4%.
Screening CCCN(CCC)S(=O)(=O)c1ccc(C(=O)NCc2ccc3c(c2)OCO3)cc1 returned RmlCD inh 1536 5.2 and GlmU inhibition -2.5%.
For CCC(C)[C@H](NC(=O)NCc1ccc(OC)c(OC)c1)C(=O)O (stereo not given in full) the results were RmlCD inh 1536 -0.7 and GlmU inhibition 3.2%.
Cc1ccc(C)c(S(=O)(=O)N2CCC(c3nc4c(nnn4Cc4ccc(F)cc4)c(=O)[nH]3)CC2)c1 was read as RmlCD inh 1536 1.2 and GlmU inhibition -4.0%.
`CCN1C(=O)CC(NCc2ccc3c(c2)OCO3)C1=O` (stereo not given) gave GlmU inhibition 2.8%.
For Cc1cc(C)nc(N2CCC(CNC(=O)CCc3ccccc3)CC2)n1 the results were RmlCD inh 1536 11.1 and GlmU inhibition 5.2%.
For CC(=O)c1cccc(NC(=O)C(Sc2ncnc3ccccc23)c2ccccc2)c1 (stereo not given) the results were RmlCD inh 1536 68.4 and GlmU inhibition -0.6%.
For COC(=O)CSc1nnc(C2COc3ccccc3O2)n1-c1ccccc1 (stereo not given) the results were GlmU inhibition -3.6%.
For COc1ccc(OCc2n[nH]c(=S)o2)cc1 the results were RmlCD inh 1536 28.3 and GlmU inhibition 2.6%.
O=C(C[n+]1cn(C(F)F)c2ccccc21)c1ccc(OC(F)F)cc1 was read as RmlCD inh 1536 11.0 and GlmU inhibition 4.4%.
Screening CC(C)C(c1nnnn1CC1CCCO1)N1CCN(Cc2ccc3c(c2)OCO3)CC1 (stereo not given) returned GlmU inhibition -2.4%.
Cc1csc(N(C(=O)Cc2ccccc2F)c2ccccc2)n1 was read as RmlCD inh 1536 -13.2 and GlmU inhibition 5.9%.
Screening Cn1c(OCc2cccnc2)nc2c1c(=O)n(Cc1ccc(F)cc1)c(=O)n2C returned RmlCD inh 1536 7.3 and GlmU inhibition 0.9%.
`Cc1ccc(C(=O)N2CCN(c3cc4c(cc3[N+](=O)[O-])n(C)c(=O)n4C)CC2)cc1` gave RmlCD inh 1536 -3.1 and GlmU inhibition -3.2%.
Screening COc1ccc(C(c2nnnn2C2CCCC2)N2CCC(C)CC2)cc1 (stereo not given) returned GlmU inhibition 1.8%.
Screening Cc1nc(N)ncc1C(=O)Nc1ccccc1 returned RmlCD inh 1536 7.9 and GlmU inhibition 3.5%.
`CC1CCC2(CC1)NC(=O)N(CC(=O)Nc1ccc3c(c1)OCCO3)C2=O` (stereo not given) gave RmlCD inh 1536 -0.5 and GlmU inhibition 0.9%.
`COCCN(C(=O)CCc1ccc(OC)cc1)c1nnc(-c2ccncc2)s1` gave RmlCD inh 1536 13.4 and GlmU inhibition -1.7%.
CCc1ccc(NC(=S)Nc2ccc3cn[nH]c3c2)cc1 was read as GlmU inhibition 4.0%.
For Cc1nc2ccccc2c(=O)n1NC(=O)c1ccc([N+](=O)[O-])cc1 the results were RmlCD inh 1536 11.2 and GlmU inhibition -1.3%.
`CC(=O)c1ccc(N2CCN(C(=S)Nc3cc(C)ccc3C)CC2)cc1` gave RmlCD inh 1536 27.3 and GlmU inhibition -4.3%.
For COc1ccc(C2C(CC(=O)O)=C(O)C(=O)N2c2ccccc2)cc1 (stereo not given) the results were RmlCD inh 1536 -18.6 and GlmU inhibition -3.2%.
O=C(COC(=O)Cc1ccccc1F)Nc1ccc2c(c1)OCO2 was read as RmlCD inh 1536 -9.4 and GlmU inhibition -5.9%.
`O=C(c1ccc(Cl)cc1)N1CCN(c2cccc3[nH]ccc23)CC1` gave RmlCD inh 1536 -10.4 and GlmU inhibition 6.8%.
Screening O=C(Cc1csc(NC(=O)c2ccccc2)n1)NO returned RmlCD inh 1536 -11.2 and GlmU inhibition -1.6%.
NC(=O)CSc1nnc(C2CC2)n1Cc1ccccc1 was read as RmlCD inh 1536 12.5 and GlmU inhibition 1.3%.
Screening CCCCN(CC)C(=S)Nc1ccc2nc3n(c(=O)c2c1)CCCCC3 returned RmlCD inh 1536 9.4 and GlmU inhibition 4.1%.
`COC(=O)CSC(=S)N1C(C)CCCC1C` (stereo not given) gave GlmU inhibition -3.1%.
`O=C(Nc1ncnc2c1CCC2)C12CC3CC(CC(C3)C1)C2` gave RmlCD inh 1536 49.3 and GlmU inhibition -1.0%.
Screening COc1ccc(/C=C2\S/C(=N/S(=O)(=O)c3cccs3)NC2=O)cc1 returned RmlCD inh 1536 7.1 and GlmU inhibition 6.3%.
Screening Cc1ccc(S(=O)(=O)N2CCC(O)(c3cccnc3)CC2)cc1 returned RmlCD inh 1536 9.9 and GlmU inhibition 2.3%.
Screening CN(CC1CCOCC1)C(=O)CC1C(=O)NCCN1Cc1cccc(Oc2ccccc2)c1 (stereo not given) returned RmlCD inh 1536 -2.6 and GlmU inhibition -3.6%.
Cc1cccc(-c2nc(C#N)c(N3CCCCCC3)o2)c1 was read as RmlCD inh 1536 inconclusive and GlmU inhibition -1.0%.
Screening CC(Cc1ccccc1)NC(=O)C1(c2ccccc2)CCOCC1 (stereo not given) returned RmlCD inh 1536 -2.9 and GlmU inhibition -5.0%.
`O=C1CCC(c2ccc(-n3ccnc3)cc2)=NN1` gave GlmU inhibition -4.8%.
Screening CNC(=O)C1Cc2ccccc2CN1S(=O)(=O)c1cccs1 (stereo not given) returned RmlCD inh 1536 -12.1 and GlmU inhibition 7.3%.
`COc1ccccc1OCc1ccc(C(=O)N(C)C)o1` gave RmlCD inh 1536 1.3 and GlmU inhibition -1.7%.
Screening CC1(C)CC(=O)C(N=Nc2cccc(S(=O)(=O)N3CCOCC3)c2)=C(O)C1 returned RmlCD inh 1536 12.6 and GlmU inhibition -2.0%.
For O=C(Cn1c(=O)sc2ccccc21)Nc1ccc(S(=O)(=O)N2CCCCC2)cc1 the results were RmlCD inh 1536 -33.5 and GlmU inhibition -4.3%.
For O=C(c1ccc(C(F)(F)F)cc1)C1CCCN(C(=O)CCc2cnccn2)C1 (stereo not given) the results were GlmU inhibition 3.0%.
Screening COCCCNc1nc(N)c([N+](=O)[O-])c(Nc2ccccc2OC)n1 returned RmlCD inh 1536 -5.0 and GlmU inhibition 0.8%.
`Cc1ccc(CN(CC2CCCO2)C(=O)CN2C(=O)C(C(C)C)Oc3ccccc32)o1` (stereo not given) gave GlmU inhibition 0.8%.
CC1(C)CN(c2ccc(CC#N)cc2)C1=O was read as RmlCD inh 1536 26.3 and GlmU inhibition 3.4%.
COC(=O)c1ccc(Cl)c(NC(=O)NC23CC4CC(CC(C4)C2)C3)c1 was read as RmlCD inh 1536 -13.0 and GlmU inhibition -0.1%.
COc1ccc(OCC(=O)O/N=C(\N)Cc2ccc(Cl)cc2)cc1 was read as RmlCD inh 1536 -5.8 and GlmU inhibition -1.4%.
Screening O=S(=O)(c1ccc(Cl)s1)N1CCCc2cccc(O)c21 returned GlmU inhibition -0.1%.
Screening CC(=O)Nc1ccc(-c2csc(NC(=O)c3ccc(C)o3)n2)cc1 returned RmlCD inh 1536 2.9 and GlmU inhibition 0.0%.
O=C(Nc1ccccc1C(=O)N/N=C/c1ccc(O)cc1)c1ccccc1 was read as RmlCD inh 1536 10.3 and GlmU inhibition 1.5%.
O=C(c1ccc2c3c(cccc13)CC2)C1CCCN(C(=O)c2cc[n+]([O-])cc2)C1 (stereo not given) was read as RmlCD inh 1536 5.2 and GlmU inhibition 0.0%.
Cc1nn(-c2ccccc2)c2nc(C(F)(F)F)[nH]c(=O)c12 was read as RmlCD inh 1536 -6.1 and GlmU inhibition -5.5%.
For CS(=O)(=O)c1ccc(N2CCOCC2)c(S(C)(=O)=O)c1 the results were RmlCD inh 1536 6.4 and GlmU inhibition 3.4%.
COc1ccc(Oc2ccc(S(=O)(=O)N3CCCCC3)cc2S(=O)(=O)N2CCCCC2)cc1 was read as RmlCD inh 1536 2.1 and GlmU inhibition -4.8%.
For COc1cccc(-n2nnnc2SCC(=O)N2CCCc3ccccc32)c1 the results were RmlCD inh 1536 -7.6 and GlmU inhibition 2.7%.
For Cc1cc(C)cc(N2C(=O)CC(N(C(=O)c3ccco3)c3cc(C)cc(C)c3)C2=O)c1 (stereo not given) the results were RmlCD inh 1536 -8.0 and GlmU inhibition 1.3%.

In the list so far, two contain a COOH group:
For CCC(C)[C@H](NC(=O)NCc1ccc(OC)c(OC)c1)C(=O)O (stereo not given in full) the results were RmlCD inh 1536 -0.7 and GlmU inhibition 3.2%.
For COc1ccc(C2C(CC(=O)O)=C(O)C(=O)N2c2ccccc2)cc1 (stereo not given) the results were RmlCD inh 1536 -18.6 and GlmU inhibition -3.2%.

Additional records follow.
`O=C(COC(=O)c1ccccc1F)c1ccc(-n2nncc2-c2ccco2)cc1` gave GlmU inhibition 3.0%.
Screening Cc1cc(NC(=O)Cn2nc3c(cc2=O)CCCC3)ccc1Br returned GlmU inhibition -3.2%.
For CCOC(=O)c1c(CN2CCN(C)CC2)n(-c2ccccc2)c2cc(Br)c(O)cc12 the results were RmlCD inh 1536 -9.6 and GlmU inhibition 4.2%.
Cc1cc(Oc2ccc(C#N)cc2)nc(NCc2ccccc2)n1 was read as RmlCD inh 1536 -1.2 and GlmU inhibition 1.5%.
For O=S(=O)(Nc1ccc(-c2nc3ccccc3o2)cc1)c1ccccc1 the results were RmlCD inh 1536 26.8.
`Cc1ccc(S(=O)(=O)CC(O)COc2ccc(C#N)cc2)cc1` (stereo not given) gave RmlCD inh 1536 -1.0 and GlmU inhibition -3.9%.
CC#CC[N+](C)(C)CCCCCCCCCCCC was read as RmlCD inh 1536 -6.4 and GlmU inhibition -4.9%.
Screening Cc1cc(C)cc(NC(=O)NC(C)C2CCCO2)c1 (stereo not given) returned RmlCD inh 1536 9.7 and GlmU inhibition 7.0%.
O=C(NNC1CC(=O)N(c2ccc(Cl)cc2)C1=O)c1ccccn1 (stereo not given) was read as RmlCD inh 1536 -0.5 and GlmU inhibition -0.8%.
For CC(=O)c1cccc(NC(=S)N2c3ccccc3CC2C)c1 (stereo not given) the results were RmlCD inh 1536 -11.5 and GlmU inhibition 2.4%.
Screening CCOC(=O)N1CCN(CC(=O)c2ccc3c(c2)CCN3C(C)=O)CC1 returned GlmU inhibition -1.5%.
CCOCCCNC(=O)C(Cc1ccccc1)NS(=O)(=O)c1ccc2c(c1)c(=O)n(C)c(=O)n2C (stereo not given) was read as RmlCD inh 1536 -12.2 and GlmU inhibition 2.4%.
`CCOC(=O)c1ccc(NC(=O)CN2CCN(c3ccccc3)CC2)cc1` gave GlmU inhibition 5.8%.
For COc1cc(C(=O)Nc2ccc(C)cc2)c(-n2cnnn2)cc1OC the results were GlmU inhibition 0.8%.
For N#Cc1c(N)nc2c(c1-c1ccco1)CCCCC2 the results were GlmU inhibition 10.6%.
`COc1ccc(NC(C)=O)cc1S(=O)(=O)NC(Cc1ccccc1)C(=O)O` (stereo not given) gave GlmU inhibition -1.0%.
Screening CCSc1ccccc1C(=O)Nc1ccc(S(=O)(=O)NC(C)=O)cc1 returned RmlCD inh 1536 4.4 and GlmU inhibition -3.6%.
CCOC(=O)CCCC(=O)N1CCOCCOCCN(C(=O)CCCC(=O)OCC)CCOCCOCC1 was read as RmlCD inh 1536 -8.1 and GlmU inhibition 1.0%.
`C[C@@H]1CC=C[C@H]2[C@H]1C(=O)N(Cc1ccccc1)[C@H]2c1ccc(/C=C/c2ccccc2)cc1F` gave GlmU inhibition 3.0%.
CC(C)(C)NC(=O)c1cccc2c1C(=O)c1ccccc1-2 was read as RmlCD inh 1536 -3.7 and GlmU inhibition 2.2%.

The final five records of the part before are carried over, then new ones follow.
`COc1ccc(NC(C)=O)cc1S(=O)(=O)NC(Cc1ccccc1)C(=O)O` (stereo not given) gave GlmU inhibition -1.0%.
Screening CCSc1ccccc1C(=O)Nc1ccc(S(=O)(=O)NC(C)=O)cc1 returned RmlCD inh 1536 4.4 and GlmU inhibition -3.6%.
CCOC(=O)CCCC(=O)N1CCOCCOCCN(C(=O)CCCC(=O)OCC)CCOCCOCC1 was read as RmlCD inh 1536 -8.1 and GlmU inhibition 1.0%.
`C[C@@H]1CC=C[C@H]2[C@H]1C(=O)N(Cc1ccccc1)[C@H]2c1ccc(/C=C/c2ccccc2)cc1F` gave GlmU inhibition 3.0%.
CC(C)(C)NC(=O)c1cccc2c1C(=O)c1ccccc1-2 was read as RmlCD inh 1536 -3.7 and GlmU inhibition 2.2%.
CCCC(=O)NCCCc1nc2ccccc2n1C was read as RmlCD inh 1536 40.2 and GlmU inhibition 1.4%.
`C=CCN(c1ccccc1)S(=O)(=O)c1cccc(C(=O)Oc2ccc3c(C)cc(=O)oc3c2)c1` gave RmlCD inh 1536 -3.1 and GlmU inhibition -1.6%.
Screening COc1ccc(C2=CC(c3ccc(F)cc3)n3nnnc3N2)cc1 (stereo not given) returned GlmU inhibition 2.5%.
Cc1ccc(C(=O)NCCc2ccncc2)cc1 was read as RmlCD inh 1536 9.6 and GlmU inhibition 0.8%.
Screening O=C(O)c1cc2n(n1)CCN(Cc1ccccc1Cl)C2=O returned GlmU inhibition -0.5%.

A portion of the library; the hit share may differ from the screen's.
